# Source: PubChem
# Caspase-1 inhib: blocks human caspase-1 allosterically or competitively; hit rate 0.03% among 75,000; Caspase-1 enzyme, Ac-WEHD-AFC fluorogenic rate; P29466; Potency, µM (series often up to 57.5 µM), without a hit: top-dose activity change, negative = inhibition, most hits filed as inhibitors;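 note: potency is the fitted concentration of half-maximal effect; plate controls were vehicle for no effect and no substrate for full effect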
# HADH2 inh: HADH2 (human) dehydrogenase inhibition; Potency, µM (top dose mostly 57.1 µM), inactives show at the top dose activity change, negative = inhibition, usual class: inhibitors; AID 886; recombinant HADH2, NADH fluorescence, beta-hydroxybutyryl-CoA; hit rate 3.4% among 73,000; Q99714; note: potency is the fitted concentration of half-maximal effect; % is set by controls: 0 for no effect and ±100 for the full control effect; nearly all actives have a fitted effect of over 60% in size; many of its hits are not listed in these tables
#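 20 nM HADH2 + cpd, 15 min RT; add 1 mM NAD+/90 uM beta-hydroxybutyryl-CoA; kinetic fluorescence 360/450 nm, 4 min. Tris-HCl pH 9.0, 0.01% Tween-20.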
# 15-hLO inh: inhibitors of human 15-lipoxygenase (ALOX15); purified 15hLO-1, xylenol orange hydroperoxide absorbance; Potency, µM (titrated, usually from 57.1 µM), inactives show at the top dose activity change, negative = inhibition, hits mostly inhibitors; hit rate 1.4% among 74,000; note: potency is the fitted concentration of half-maximal effect; % is set by controls: 0 for no effect and ±100 for the full control effect; nearly all actives have a fitted effect of over 55% in size
#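 Quantitative HTS in 25 mM Hepes pH 7.5 containing 0.01% Triton X-100: human 15hLO-1 at 40 nM, arachidonic acid at 50 uM, 6 min turnover. Product quantified via ferrous oxidation/xylenol orange, 573:405 nm absorbance ratio.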
# Caspase-7 inhib: caspase-7 (human) inhibition, allosteric or competitive; recombinant caspase-7, Ac-DEVD-AFC fluorescence rate; P55210; hit rate 0.02% among 75,000; AID 889; Potency, µM (titrated, usually from 57.5 µM), inactives show top-dose activity change, negative = inhibition, usual class: inhibitors; active = well fitted inhibition curve with a large enough effect in the main read-out, with a control signal flat, not every such curve was filed as active; inconclusive = small, poorly fitted or top-dose-only effect, or a change in a side signal; note: potency is the fitted concentration of half-maximal effect; % of control where 0% means no effect
# DNA Pol III inh: inhibitors of bacterial DNA polymerase III holoenzyme; reconstituted DNA polymerase III holoenzyme replication, biochemical; Potency, µM (doses to about 57.1 µM), for inactives: at the top dose activity change, negative = inhibition; hit rate 0.25% among 71,000; AID 603; note: potency is the fitted concentration of half-maximal effect; % is set by controls: 0 for no effect and ±100 for the full control effect
#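 Reconstituted *E. coli* holoenzyme (0.35 nM Pol III, 1 nM beta, 154 nM SSB, 2 nM primase) was preincubated with compound for 15 min at RT. Synthesis on 1.4 nM ssM13Gori ran 35 min, then was stopped with PicoGreen/EDTA and read as dsDNA fluorescence.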
# Tau filament bind: tau filament binding | AID 596 | hit rate 2% among 71,000 | P10636 | recombinant tau filaments, thioflavin S fluorescence, 15 h; filaments grown with octadecylsulfate alongside compound | Potency, µM (highest dose often 57.1 µM), inactives show at the top dose activity change, negative = inhibition;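 note: potency is the fitted concentration of half-maximal effect; % is set by controls: 0 for no effect and ±100 for the full control effect; actives lower thioflavin S fluorescence by blocking filaments or displacing dye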
#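 Quantitative HTS: thioflavine S signal from ODS-induced tau filaments, excited at 450 nm, emission 510 nm. Conditions: 1 uM tau, 30 uM ODS, 15 h at 37 C, pH 7.4.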
# HEK293 cAMP ctrl: counter-screen for TSHR agonists: cAMP increase in parental HEK293. parental HEK293 CNG cAMP sensor, membrane potential fluorescence. Potency, µM (series often up to 57.1 µM), without a hit: top-dose activation, most hits filed as activators. hit rate 2.5% among 73,000; note: potency is the fitted concentration of half-maximal effect; % of control where 0% means no effect; nearly all actives have a fitted effect of over 55% in size
#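 Parental HEK 293 cells stably expressing a modified CNG channel (no TSHR) report cAMP rise as membrane depolarization. Membrane potential dye with 100 uM RO 20-1724 was loaded for 60 min at room temperature, then compound added for 30 min; fluorescence read at 590 nm.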
# BRCT inh red: BRCT-phosphoprotein interaction inhibition (red fluorophore); BRCT-phosphopeptide binding, red fluorescence polarization; hit rate 0.03% among 75,000; AID 892; Potency, µM (series often up to 76.9 µM), without a hit: at the top dose activity change, negative = inhibition, usual class: inhibitors; P38398; note: % is set by controls: 0 for no effect and ±100 for the full control effect
#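 Rhodamine-labelled pBACH1 10-mer (100 nM) bound to BRCT domain (100 nM) at pH 7.3; compounds incubated 12 min room temperature, polarization read. Free peptide defines full inhibition; unlabelled decapeptide titrated as control.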
# Rhodamine fluor: compound fluoresces in the rhodamine spectral region; Rhodamine-region fluorescence, 547/598 nm, Tris buffer; stronger effect = higher value; max dye-equivalent concentration, M; hit rate 0.05% among 59,000; AID 594; in the data active = max dye-equivalent concentration above about 11 nM; inconclusive = between about 1.1 nM and that limit
#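 Intrinsic compound fluorescence, ex 547 / em 598 nm, CCD imager. Tris 100 mM pH 8.0; 15 min RT. Output = rhodamine dye-equivalent concentration at each compound concentration.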
# USP2a inhib: USP2a (human) protease inhibition; O75604; USP2a enzymatic assay, qHTS inhibition; Potency, µM (top dose mostly 38.3 µM), without a hit: top-dose activity change, negative = inhibition, usual class: inhibitors; hit rate 0.1% among 60,000;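 note: potency is the fitted concentration of half-maximal effect; nearly all actives have a fitted effect of over 60% in size; plate controls were DMSO for no effect and NEM full inhibition control for full effect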
#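 USP2 core (20nM final) preincubated 30 min RT with compound, then Ub-PLA2 20nM and NBD C6-HPC 20uM final added; buffer 20mM Tris-HCl pH 8.0, 2mM CaCl2. Fluorescence Ex 460/Em 535 read at 0 and 2.5 h; normalized to NEM.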
# BRCT inh green: inhibitors of human BRCA1 BRCT-phosphoprotein interaction (green fluorophore). BRCA1 BRCT-phosphopeptide binding, green fluorescence polarization. hit rate 0.05% among 75,000. P38398. Potency, µM (titrated, usually from 76.9 µM), for the others: at the top dose activity change, negative = inhibition, most hits filed as inhibitors;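 note: potency is the fitted concentration of half-maximal effect; plate controls were peptide without protein for full effect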
#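 Fluorescence polarization: His-tagged BRCT (~35 kDa BRCA1 C-terminus, 250 nM) bound to 100 nM fluorescein-labeled phosphorylated 10-aa BACH1 peptide, pH 7.3 phosphate buffer with DTT and Tween 20. Compounds incubated 12 min at room temperature; inhibition read as lowered polarization.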
# Active calls of the source: *; i = inactive; ? = inconclusive; nt = no result given; & = joins results of further samples; ! = repeats disagree; [ ] = remark or other dose. Unless noted, calls come from the whole dose curve; as a rule, active = well fitted curve in the direction sought with a large enough effect; inconclusive = small, poorly fitted or top-dose-only effect, or another doubt; inactive = no such curve, though single readings can be large; an effect the other way counts as inactive or inconclusive. Some of the compounds tested; the hit share may differ from the screen's.
Structure	Caspase-1 inhib	HADH2 inh	15-hLO inh	Caspase-7 inhib	DNA Pol III inh	Tau filament bind	HEK293 cAMP ctrl	BRCT inh red	Rhodamine fluor	USP2a inhib	BRCT inh green
CN(C(=O)c1ccc(Cl)cc1)C1=CCCCC1CCC#N (stereo not drawn)	1%	8%	-17%	0%	-12%	-2%	20%	0.1%	i	9%	-0.4%
O=C(OCc1nnc(-c2ccccc2)o1)C1CCN(S(=O)(=O)c2cccs2)CC1	0%	3%	6%	-6%	3%	-2%	14%	-3.8%	i	9%	-3.1%
O=C(CCC(=O)c1cccs1)OCc1nc2ccccc2s1	-1%	12%	-10%	7%	15%	6%	2%	-0.9%	i	-5%	-1.0%
O=C(Nc1ccc(Cl)c(Cl)c1)Nc1cc(C(=O)N2CCOCC2)ccc1N1CCCCC1	1%	9%	3%	0%	-3%	4%	18%	1.9%	i	-13%	-1.8%
O=C(c1n[nH]c2ccccc12)N1CCN(S(=O)(=O)c2ccc3ccccc3c2)CC1	-5%	-4%	-22%	-9%	3%	4%	23%	0.1%	i	32%[activator]	-0.9%
CCC(CC)C(=O)Nc1nnc(SCC(=O)N2CCN(c3ccccc3OC)CC2)s1	-6%	7%	-27%	0%	1%	-25%	-2%	-1.5%	i	8%	0.3%
COC(=O)c1[nH]c2cc(OC)ccc2c1N	-14%	32µM*	?	-12%	-7%	-17%	-4%	1.4%	i	3%	-2.2%
Cc1cccc2cc(COC(=O)C(C)(C)C)c(=O)[nH]c12	-1%	0%	2%	0%	-4%	5%	13%	0.1%	i	10%	0.3%
O=C(CCS(=O)(=O)c1cccc2nonc12)N1CCOCC1	1%	-7%	8%	0%	-6%	2%	10%	-0.8%	i	-9%	-0.2%
CN(C)c1ccc(C2C3C(=O)NC(=O)C3ON2c2ccc(Cl)cc2)cc1 (stereo not drawn)	-4%	2%	-17%	-2%	-1%	-16%	-13%	1.0%	nt	nt	-0.6%
CC(=O)Nc1ccc2nc(-c3ccccn3)[nH]c2c1	-5%	?	9%	-3%	-8%	-10%	4%	2.2%	i	-23%	0.6%
COCc1nc(-c2ccc(-c3ccc(OC)cc3)nc2OC)no1	-13%	342%[activator]	-3%	-21%	1%	177%	3%	-1.5%	nt	nt	1.5%
O=C(NCc1ccco1)C1CCCN(S(=O)(=O)c2cnc[nH]2)C1 (stereo not drawn)	3%	-14%	0%	0%	-12%	-9%	5%	-1.3%	nt	nt	-1.7%
CC(C)C(NC(=O)OCc1ccccc1)C(=O)NCC(=O)OC(C)(C)C (stereo not drawn)	0%	5%	7%	1%	0%	-4%	-5%	-1.5%	nt	3%	-1.9%
CC(=O)N1CCN(C)CC1	2%	3%	-22%[25.6 µM]	0%	-3%	24%	-1%	0.8%	nt	nt	0.1%
Cc1ccc(-n2c(SCC(=O)N3CCOCC3)nnc2-c2ccncc2)cc1	-1%	7%	7%	0%	-4%	207%	9%	-1.0%	i	0%	-3.6%
COc1ccc(OC)c(N2C(=O)CC(Cc3ccc(C)cc3)C2=O)c1 (stereo not drawn)	1%	13%	2%	-2%	-1%	-5%	-5%	0.2%	i	3%	0.7%
N#CCCN1CCN(C2=NC(=O)C(=C3CCCCC3)S2)CC1	-2%	-11%	11%	2%	-7%	-3%	14%	0.3%	i	nt	5.6%
O=C(C(c1ccccc1)c1ccccc1)N(Cc1ccco1)C1CCS(=O)(=O)C1 (stereo not drawn)	-2%	5%	-8%	-1%	0%	2%	29%	-1.3%	i	23%	-3.8%
OC(COCC1CC=CCC1)Cn1cnc2ccccc21 (stereo not drawn)	2%	8%	12%	-1%	-3%	-4%	?	0.1%	i	16%	-0.9%
COC(=O)c1nnn(-c2nonc2N)c1CSc1nc2ccccc2s1	-1%	8%	-8%	-6%	-5%	-4%	?	-0.9%	i	17%	0.9%
Cc1nn(C)c(C)c1S(=O)(=O)N(CC(=O)Nc1ccc2c(c1)OCO2)c1ccc(C(C)C)cc1	-1%	-2%	-5%	-4%	4%	326%	3%	-0.4%	nt	nt	-3.0%
COC(=O)C1=C(N)Oc2cc(C)[nH]c(=O)c2C1c1cc(OC)c(OC)c(OC)c1 (stereo not drawn)	-1%	1%	1%	-1%	4%	-4%	3%	1.5%	i	2%	-0.3%
O=C1CCCc2c1[nH]c1ccccc21	-1%	?	-19%	-2%	-6%	?	-6%	1.1%	i	22%	5.8%
COc1ccc(OC)c(-n2cnnn2)c1	-2%	5%	-5%	1%	-8%	-12%	14%	1.6%	i	-4%	-1.6%
CCOC(=O)C1C(=O)CC(=O)CC1CC(C)SCC (stereo not drawn)	-4%	-23%	3%	0%	-6%	-1%	4%	-0.8%	i	-3%	0.4%
CCOc1ccc(NC(=O)Nc2ccc3c(c2)nnn3C)cc1	-1%	-4%	-6%	-2%	-6%	64%	-1%	-1.2%	i	-13%	-3.0%
COCCn1nnnc1C(c1ccccc1)N1CCN(Cc2ccc3c(c2)OCO3)CC1 (stereo not drawn)	2%	12%	-30%	2%	?	12%	?	0.5%	i	12%	1.7%
Cc1ccccc1-c1nc(NC2CC2)c2ccccc2n1	-1%	4%	0%	-4%	-3%	-14%	20%	-1.5%	i	23%	-1.7%
CCOc1ccc(OCCSc2nc(C)cc(=O)[nH]2)cc1	-2%	7%	7%	1%	-4%	-1%	9%	-1.4%	i	nt	-1.2%
CCCCn1cc(C(C)(C)C)c(C#N)c1NC(C)=O	-2%	-2%	1%	-5%	-6%	0%	6%	-1.5%	nt	nt	-1.9%
COC(=O)c1sccc1NC(=O)c1ccco1	-5%	-25%	-2%	-3%	-1%	44%	7%	-1.3%	i	-4%	0.9%
O=C(CCn1c(=O)oc2ccccc21)N(Cc1ccccc1)c1ccccn1	0%	-1%	4%	-1%	-1%	4%	11%	0.6%	i	6%	-1.3%
CCS(=O)(=O)N(C)[C@@H]1c2cc(C#N)ccc2OC(C)(C)[C@H]1O	0%&-1%	7%&0%	-4%&-3%[25.6 µM]	2%&1%	-5%&-3%	40µM*!	-1%&1%	0.1%&0.9%	nt	nt	-0.2%&-0.7%
CCC(=O)O[C@H](CC(=O)O)C[N+](C)(C)C	-6%	0%	-16%[25.6 µM]	1%	-4%	?	0%	0.0%	nt	nt	-1.9%
O=C(CN1CCN(Cc2ccc(F)cc2Cl)C1=O)NCCCN1CCOCC1	2%	4%	-4%	0%	8%	-8%	18%	2.3%	nt	nt	3.4%
Cc1ccc(S(=O)(=O)N(C)CC(=O)NC2CCCC2)cc1	2%	-2%	3%	0%	-6%	-1%	-3%	0.5%	i	7%	-2.0%
Cc1nc2cc(-c3ccccc3)ccc2o1	-1%	3%	-18%	-2%	1%	-1%	0%	0.2%	i	-9%	-0.7%
C#CCCCO/N=C1/C[C@@H](O)[C@@H](O)[C@@H]2[C@@H]3C(=O)N(C(C)(C)C)C(=O)[C@H]3CC[C@H]12	-9%[11.5 µM]	-5%[11.4 µM]	-1%[11.4 µM]	0%[11.5 µM]	nt	nt	2%[11.4 µM]	-0.3%[15.4 µM]	nt	nt	-0.6%[15.4 µM]
CC(C)Nc1nc(SCC(=O)Nc2ccccc2)nc(N2CCOCC2)n1	-1%	5%	3%	-1%	-4%	-2%	7%	-0.7%	i	8%	-0.6%
CCOC(=O)c1c(C)c(C(=O)N(C)C2CCCCC2)c(C)n1C	2%	1%	0%	0%	-4%	-7%	?	-0.2%	i	12%	-2.1%
CCOC(=O)C1CCN(C(c2cc(OC)c(OC)c(OC)c2)c2sc3nc(C)nn3c2O)CC1 (stereo not drawn)	-2%	11%	-21%	-5%	-8%	-16%	-7%	0.4%	nt	nt	-0.8%
Cc1ccc2c(c1)NCC(C(=O)NC1CCCCC1)O2 (stereo not drawn)	-1%	1%	4%	0%	0%	-16%	14%	-0.1%	i	-8%	-4.3%
O=C(NC1CCCCC1)c1sc(=S)n2c1[nH]c(=O)c1ccccc12	-1%	4µM*	?	-3%	3%	-4%	?	-1.1%	i	-7%	-6.3%
COc1ccc(OCCNC(=O)c2ccccc2OCC(=O)N2CCCCC2)cc1	0%	-3%	-3%	-1%	-5%	11%	?	0.5%	i	6%	0.7%
